# Insulin prom inh – TRM-6 insulin promoter activity inhibition; TRM-6 cells (human fetal islet line), insulin promoter-eGFP reporter, imaging; reporter expression induced with tamoxifen; inhibition, % at 2 µM; hit rate 0.9% among 130,000;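 active = inhibition above the mean plus 3 SD, with well images judged a real hit on visual review, cut at about 60% in these data, passing the limit was not always enough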
# sdo1 growth – compounds rescuing growth of sdo1-depleted yeast, bone marrow failure model; S. cerevisiae sdo1-depleted JHY4D growth rescue, OD600 30 h; stronger effect = higher value; pdr5 snq2 efflux-pump mutant strain; z-score at 10 µM; hit rate 0.21% among 140,000; AID 817;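 active = z-score above 3 at both the 24 hr and the 30 hr optical density reads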;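 note: z-score against mean and SD of all compound wells on the same plate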
# sdo1 growth Rescue 24 h – recorded beside sdo1 growth, whose call it bears; z-score; S. cerevisiae sdo1-depleted JHY4D growth rescue, OD600; measured here: growth rescue at 24 h;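 0 is the plate mean of compound wells and units are plate SD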
# Numbers without * were called inactive; . = not tested or not shown; [ ] = another dose, or the depositor's remark. The list is partial; the hit share may differ from the screen's.
Insulin prom inh | sdo1 growth | sdo1 growth Rescue 24 h | Structure
-10.0 | -0.46 | 0.18 | Cc1cc(C)c(C(=O)CSC2=NC(N)=C(C#N)C3(CCCCC3)C2C(N)=O)cc1C (configuration not stated)
9.7 | -0.67 | 0.05 | CCC(=O)Nc1ccc(NC(=S)NC(=O)c2cc3ccccc3o2)cc1
13.8 | 0.1 | -0.26 | Cc1ccccc1C(=O)Nc1nc2n(n1)C(c1ccccc1)CC(=O)N2 (configuration not stated)
61.9 | 1.87 | 1.86 | CCCCc1nc2ccccc2c(N)c1CCC (tested in a mixture with another compound)
-170.3 | -3.04 | -2.07 | CC1=C/C(=N\OS(=O)(=O)c2ccccc2)C(C)=CC1=O
-458.6 | -0.72 | -1.23 | O=C(N/C(=N\O)c1ccccc1)Nc1ccc(Cl)cc1
72.2 | 1.1 | 0.28 | CCN(CC)S(=O)(=O)c1ccc(NC(=O)CN(c2cccc(C)c2)S(C)(=O)=O)cc1
. | -0.58 | -0.87 | COC(=O)[C@H](Cc1ccccc1)NC(=O)N1CCCCC1C (some centres not stated)
. | 0.16 | -0.37 | COc1ccc(N(CC(=O)N2CCN(C)CC2)S(C)(=O)=O)cc1OC
-16.0 | -0.34 | 0.73 | O=C(Nc1ccnc(-c2cccnc2)n1)c1cccc(Cl)c1Cl
. | -0.01 | -0.16 | O=C(NN=C1CCCCCC1)c1cc(-c2ccccc2)nc2ccccc12
-88.2 | -0.19 | 1.15 | CCc1nnc(NC(=O)CSc2nnc(COc3ccccc3)n2-c2ccc(C)cc2)s1
5.9 | . | . | O=[N+]([O-])c1ccc(CN2CCN(c3ccc4ccccc4n3)CC2)cc1
2.4 | 0.01 | -0.47 | CC(C)CNC(=O)COC(=O)c1cncc(Br)c1
-14.3 | 0.2 | -0.22 | CC(COc1ccccc1)N(CCCl)Cc1ccccc1 (configuration not stated)
-40.5 | . | . | Cc1cccn2c(=O)c3cc(C#N)c(=NC(=O)c4cccnc4)n(CC4CCCO4)c3nc12 (configuration not stated)
-7.9 | -1.8 | -1.62 | CCn1nccc1C(=O)Nc1cc(Cl)cc(Cl)c1
. | 0.03 | 2.13 | COc1cccc(Oc2nnnn2-c2ccccc2)c1
15.6 | 0.39 | 1.09 | S=C(Nc1ccc(Cl)cc1)N1CCCCC1
18.2 | . | . | Cc1c(C(c2ccccc2O)c2c(C)n(C)n(-c3ccccc3)c2=O)c(=O)n(-c2ccccc2)n1C
37.8 | 0.3 | -0.76 | CNc1ncc(C(=O)c2ccccc2)s1
-78.6 | 0.19 | -0.47 | O=C(O)CC(NCc1ccco1)C(=O)OCC1CCCO1 (configuration not stated)
-37.5 | . | . | CCOc1ccccc1CNC(=O)c1cn(C)c(=O)c2c1c1ccccc1n2C
. | -0.4 | -1.25 | COC(=O)c1ccc(SCc2cnc(Cl)s2)cc1
-121.4 | . | . | O=C(COc1ccccc1Cl)Nc1ccc(C(=O)c2ccc(C(=O)O)cc2)cc1
. | 0.59 | 0.06 | O=C(Cc1ccccc1Cl)Nc1cccc(S(=O)(=O)N2CCOCC2)c1
26.7 | . | . | Cc1ccc(C(=O)Nc2cccc([N+](=O)[O-])c2)cc1S(=O)(=O)Nc1ccc(C(=O)O)cc1
. | -1.31 | -1.21 | CCOC(=O)c1c(NC(=O)CSc2nnc(-c3cccnc3)n2Cc2ccco2)sc(C)c1C
-3.1 | -0.79 | 0 | O=C(CN1C(=O)NC2(CCc3ccccc3C2)C1=O)Nc1ccc(Cl)cc1F (configuration not stated)
-14.3 | 0.57 | 0.63 | Cc1csc(-c2cccnc2)n1
6.7 | . | . | CC(=O)N1CCN(CCN2C(C)=CC(=C(C#N)C#N)C=C2C)CC1
55.6 | . | . | CNC(=O)Nc1ccc(Cn2cc(C(F)(F)F)ccc2=O)cc1
-7.7 | -0.46 | -0.97 | CC1CCCN(C(=S)SCC(=O)O)C1 (configuration not stated)
. | 0.95 | 2.62 | CCOC(=O)c1cc(-c2ccccc2)sc1NC(=S)Nc1cc(C)ccn1
37.1 | . | . | O=C(COC(=O)c1ccc(S(=O)(=O)N2CCCC2)cc1)NCc1cccs1
. | 0.45 | 0.55 | O=C(O)CC(Cc1ccc(Br)cc1)C(=O)O (configuration not stated)
-78.6 | -0.28 | -0.46 | Cc1cccc(NC(=O)CN(C)S(=O)(=O)c2cccc3nsnc23)c1C
. | 0.05 | -0.45 | O=C(CN1C(=O)CSCC1=O)Nc1ccc2c(c1)OCO2
-50.0 | 0.35 | 0.91 | Cc1c([N+](=O)[O-])c([N+](=O)[O-])nn1CC(=O)NCCc1ccccc1
32.1 | 0.28 | 0 | CCOC(=O)c1ccc2c(c1)nc(SCC(=O)NC(C)C)n2CC
-30.3 | 1.52 | 1.23 | COc1ccc(CC(=O)NNC(=O)c2cnccn2)cc1
68.4 | -0.41 | -1.24 | CC(=O)Nc1ccc(N/C=C/C(=O)c2ccc(C)o2)cc1
-17.1 | 0.04 | 1.62 | Cc1ccc(-c2nc(NC(=O)CSc3cc(C)c4ccccc4n3)ns2)cc1
-14.3 | -0.25 | -0.9 | CCCn1c(-c2ccc(F)cc2)cnc1SCC(=O)O
6.2 | . | . | CC(=O)Nc1c(O)nc(SCC(=O)Nc2nnc(SCc3ccccc3)s2)[nH]c1=O
7.1 | 0.48 | 0.47 | N#CCCn1c(C2CCCCC2)nc2ccccc21
-16.1 | -2.52 | -1.38 | COc1ccc(C2CC(=O)c3cnc(NC(=O)c4ccccc4OC)nc3C2)c(OC)c1 (configuration not stated)
70.3* | -1.41 | -1.21 | COc1cc(NC(=O)c2cccs2)c(C(=O)OCC(=O)NC(C)c2ccccc2)cc1OC (configuration not stated)
-8.3 | . | . | O=C(Nc1ccccc1N1CCOCC1)c1cccnc1
21.1 | 0.94 | 1.19 | Nc1nc(-c2nc3ccccc3[nH]2)cs1

# (next part)
Insulin prom inh | sdo1 growth | sdo1 growth Rescue 24 h | Structure
. | -0.09 | -0.22 | CCOC(=O)c1c(C)[nH]c(C(=O)COC(=O)/C=C/c2ccc(OC(F)F)cc2)c1C
-25.0 | 0.17 | -0.41 | COC(=O)c1ccc(S(=O)(=O)NNC(=O)c2ccc(S(=O)(=O)N3CCCCC3)cc2)cc1
-28.6 | -1.77 | -0.79 | S=C(NCc1ccco1)N1CCN(C(c2ccccc2)c2ccccc2)CC1
0.0 | 0.89 | 0.58 | Nc1nc(-c2ccc(Cl)cc2Cl)cn1N
-16.7 | . | . | Cc1cccc(N2CCN(C(=O)c3ccc4c(c3)OCCO4)CC2C)c1 (configuration not stated)
-27.3 | -0.32 | -0.72 | CCc1c(C)nc(SCC(=O)N2CCc3ccccc32)[nH]c1=O
25.0 | 0.55 | 0.22 | COc1cccc(/C=N/NC(=O)c2c(-c3ccccc3)noc2C)c1O
-2.4 | -0.42 | -0.51 | Cc1ccc2cc(CCNC(=O)c3cccs3)c(=O)[nH]c2c1C
-290.5 | -0.33 | -1.84 | COc1ccccc1Oc1ccc(S(=O)(=O)Nc2cccnc2)cc1
24.0 | 0.6 | 0.04 | CCOC(=O)c1cc(-c2ccccc2)n(CC(=O)Nc2ccc(OC)cc2)c1C
0.0 | 0.37 | 0.43 | CN1CCN(C(=O)c2cc3nc(-c4ccc(F)cc4)cc(C(F)(F)F)n3n2)CC1
-10.7 | -0.36 | -1.23 | CC(=O)Nc1cc(S(=O)(=O)Nc2ccccc2C)c(C)cc1C
-85.7 | -1.89 | -0.75 | O=S(=O)(c1ccc2ccccc2c1)n1cnc2ccccc21
11.6 | . | . | Cc1ccc(C(=O)O)cc1NC(=O)CCc1ccccc1
. | 2.27 | 3.49 | CC/C(C)=C1\SC(N2CCN(C(C)=O)CC2)=NC1=O
-21.2 | 0.63 | -0.15 | COc1cccc(OC)c1OCCCN1CCOCC1
-9.1 | 0.05 | -0.53 | Cc1nc(SCC(=O)N2CCOCC2)c2ccsc2n1
15.4 | -1.14 | -0.47 | O=c1c2cnn(-c3ccccc3)c2nc(-c2cccs2)n1-c1ccc(Cl)cc1
-18.2 | . | . | COc1ccc(-c2cc(=Nc3ccc(C(=O)O)cc3)c3cc(C)ccc3o2)cc1
-13.3 | . | . | COC(=O)c1ccccc1NC(=O)NCc1c(C)nn(C)c1C
11.8 | . | . | CCOC(=O)c1cc(NC(=O)Nc2ccc(Br)cc2)c(C)nc1C
66.7* | 1.9 | 1.15 | O=c1[nH]c(-c2ccccn2)cc2ccccc12
-65.0 | . | . | CCC(C)NC(=O)Cn1cnc([N+](=O)[O-])c1 (configuration not stated)
-46.1 | 0.81 | 1.03 | CCOc1ccc(NC(=O)C2=C(C)NC(=S)NC2c2ccc(O)c(OC)c2)cc1 (configuration not stated)
. | 0.42[9.6 µM] | -0.01 | CC(=O)/C(C#N)=C1\NC(=O)C(Cc2ccccc2)S1 (configuration not stated)
6.7 | 0.09 | 0.47 | O=C(/C=C/c1ccc(Cl)cc1)Nn1c(-c2cccs2)nc2ccccc2c1=O
16.1 | 0.61 | 1.02 | Cc1ccccc1CS(=O)(=O)Cc1ccc(C(=O)NCCCN2CCOCC2)o1
-21.4 | 0.28 | -0.12 | O=C(CNc1ccccc1)N/N=C/c1ccc([N+](=O)[O-])o1
-3.3 | 1.35 | 0.62 | CCN1CCN(c2nn3c(=O)c4ccccc4nc3c3ccccc23)CC1
-59.5 | -0.29 | -0.5 | Cc1nnc(SC(C)C(=O)Nc2ncc(Cl)cc2Cl)n1Cc1ccccc1 (configuration not stated)
. | -0.22 | -0.32 | C=CCn1c(=O)c2c(nc3n2CCN3c2cccc(Cl)c2C)n(C)c1=O
31.2 | . | . | CC12CS(=O)(=O)CC1SC(=S)N2Cc1ccccc1 (configuration not stated)
-121.4 | -0.1 | 0.04 | O=C(CSc1nnc2n(C3CCCC3)c(=O)c3ccccc3n12)N1CCCCCC1
-22.2 | . | . | C(=N\Nc1nn2cnnc2c2ccccc12)/c1ccco1
-17.6 | . | . | CCN(CC)c1ccc(S(=O)(=O)N2CCOCC2)cc1NC(=O)c1cc(=O)c2ccccc2o1
-35.7 | . | . | CCN(CC(=O)Nc1sc2c(c1C#N)CCC(C)C2)CC(=O)NC1CCS(=O)(=O)C1 (configuration not stated)
7.7 | . | . | Nc1nc(N)nc(COc2ccccc2)n1
-13.5 | 0.28 | 0.41 | CCOc1ccc(S(=O)(=O)Nc2nc3ccc(OC)cc3s2)cc1
-426.7 | -1.12 | -0.87 | COc1cc(OC)nc(NC(=O)CSc2nc3ccccc3o2)n1
-14.3 | 0.51 | -0.19 | O=C(CCn1nnc2ccccc2c1=O)NCC1CCC(C(=O)O)CC1 (configuration not stated)
69.2* | . | . | c1ccc(-c2cc(-c3ccccc3)n3ncnc3n2)cc1
-6.7 | . | . | CC(C)=Cc1c(O)nc2ccccn2c1=O
-233.3 | -1.22 | -1.43 | CCC(OC(=O)c1nsc(Cl)c1Cl)C(=O)NCc1cccs1 (configuration not stated)
6.2 | 1.31 | 0.72 | CC(C)(C)NC(=S)NNC(=O)c1ccncc1
. | 0.55 | -0.12 | COc1cc(NC(=O)C2CCCCC2)c(OC)cc1NC(=O)CCC(=O)NCc1ccco1
28.6 | . | . | COc1ccc(CNC(=S)Nc2ccc3nc(N4CCOCC4)cc(C)c3c2)cc1
2.3 | -0.09 | -0.47 | Cc1cc(=O)oc(C)c1C(=O)Nc1ccc(Cl)cn1
. | 0.09 | -0.28 | CCOc1ccccc1N1C(=O)c2cccnc2C1=O
9.7 | -0.38 | -0.12 | COC(=O)C1OC2(OC1C(=O)OC)c1ccccc1-c1ccccc12 (configuration not stated)
. | 0.52 | 0.77 | COc1cc2cc(CN(CCO)C(=O)c3cccs3)c(=O)[nH]c2cc1OC

# Some of the entries so far, with bars between the fields:
mol | Insulin prom inh | sdo1 growth | sdo1 growth Rescue 24 h
c1ccc(-c2cc(-c3ccccc3)n3ncnc3n2)cc1 | 69.2* | . | .
CC(C)=Cc1c(O)nc2ccccn2c1=O | -6.7 | . | .
CCC(OC(=O)c1nsc(Cl)c1Cl)C(=O)NCc1cccs1 (configuration not stated) | -233.3 | -1.22 | -1.43
CC(C)(C)NC(=S)NNC(=O)c1ccncc1 | 6.2 | 1.31 | 0.72
COc1cc(NC(=O)C2CCCCC2)c(OC)cc1NC(=O)CCC(=O)NCc1ccco1 | . | 0.55 | -0.12
COc1ccc(CNC(=S)Nc2ccc3nc(N4CCOCC4)cc(C)c3c2)cc1 | 28.6 | . | .

# Next part.
Insulin prom inh | sdo1 growth | sdo1 growth Rescue 24 h | Structure
36.7 | -0.24 | 0.28 | Cc1c(C(=O)Nc2ccc3c4c(cccc24)CC3)cccc1[N+](=O)[O-]
-32.2 | 0.38 | 0.49 | O=C(O)CCNS(=O)(=O)c1ccc(Oc2ccccc2Cl)cc1
26.7 | 1.16 | 0.26 | O=C(CNC(=O)c1ccc(Br)cc1)NCC(=O)OCC(=O)c1ccc([N+](=O)[O-])cc1
. | 2.15 | 2.31 | CC1(CCC#N)N=C(SCCC#N)N(c2ccccc2)C1=O (configuration not stated)
10.0 | . | . | COc1ccccc1NC(=O)COC(=O)Cc1ccc(S(=O)(=O)N2CCCCC2)s1
. | 0.19 | 0.24 | CC(C)N(C(=O)CSc1nnnn1C1CCCC1)C(C)C
0.0 | 0.27 | -0.1 | C=C(C)Cn1c(CNC(C)=O)nc2ccccc21
. | -1.53 | -0.84 | COc1ccc(C(=O)c2sc3nc(-c4ccccc4)ccc3c2N)cc1OC
-36.4 | 0.81 | 0.57 | O=C(Cc1ccc(Nc2nc3ccc(Br)cc3[nH]2)cc1)NCCc1cccs1
12.9 | 0.78 | 0.67 | CCCNC(=O)Cn1cnc2sc(C(=O)N3CCN(CCC)CC3)c(C)c2c1=O
-14.8 | 0.08 | -0.12 | COC(=O)c1cc(N=CC2=C(O)CC(C)(C)CC2=O)cc(C(=O)OC)c1
0.0 | . | . | O=C(Cn1ccc([N+](=O)[O-])n1)c1ccccc1
. | -0.21 | -0.75 | CCOc1ccccc1OCCOc1ccccc1CC
0.0 | -0.18 | -0.86 | S=C(Nc1ccccc1Cl)N1CCN(Cc2ccccc2)CC1

# Compound activity (PubChem BioAssay)
